PKA-R2B act: activators of human PKA-R2B complex; AID 504700; PKA-R2B holoenzyme dissociation, Cy5-IP20 fluorescence polarization; R2B truncated from residue 108, S112A mutant; 0% DMSO only, 100% 113 µM cGMP; activation, % at 11.4 µM; P22694+P31323; 340,000 tested, 0.079% active;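 active = activation above a cutoff set at the mean over all compounds plus 3 SD, cut at about 18% in these data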;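 note: higher means more holoenzyme dissociation and a rise in polarization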
Target sequence (P31323 whole entry, looked up, other chains not shown, the tested form may be a part): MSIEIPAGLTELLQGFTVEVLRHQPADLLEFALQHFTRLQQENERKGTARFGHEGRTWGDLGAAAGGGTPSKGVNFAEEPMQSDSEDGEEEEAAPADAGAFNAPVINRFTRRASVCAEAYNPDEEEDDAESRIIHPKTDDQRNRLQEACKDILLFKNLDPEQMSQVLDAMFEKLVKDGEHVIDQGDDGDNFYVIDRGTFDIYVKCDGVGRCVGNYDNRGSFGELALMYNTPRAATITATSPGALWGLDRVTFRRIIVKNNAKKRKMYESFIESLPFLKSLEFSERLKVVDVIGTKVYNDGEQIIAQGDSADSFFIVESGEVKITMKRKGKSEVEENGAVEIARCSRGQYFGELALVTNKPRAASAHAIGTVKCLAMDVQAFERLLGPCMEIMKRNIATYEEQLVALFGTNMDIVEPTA
MOR-DOR inv ag: inverse agonists of human mu-delta opioid receptor heterodimerization. P35372+P41143. cell-based MOR-DOR heterodimer luminescence, inverse agonism. inhibition, % at 9.3 µM. 340,000 tested, 0.21% active. AID 504357; in the data active = inhibition above about 22%, passing the limit was not always enough;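 note: 0% = cells with DMSO and 100% = wells without cells with DMSO; values of inactives mirror those of a sister screen read the other way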
HTR5A inv ctr: inverse agonist of human HTR5A in OPRM1-OPRD1 counter-screen. HTR5A cell line, luminescence, inverse agonism. 340,000 tested, 0.083% active. inhibition, % at 9.3 µM; in the data active = inhibition mostly above about 23%, no sharp cut-off; inactive = mostly below about 18%;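 note: 0% = cells with DMSO and 100% = no-cell wells with DMSO; some compounds called inactive have numbers as strong as hits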
Target sequence (P47898 whole entry, looked up): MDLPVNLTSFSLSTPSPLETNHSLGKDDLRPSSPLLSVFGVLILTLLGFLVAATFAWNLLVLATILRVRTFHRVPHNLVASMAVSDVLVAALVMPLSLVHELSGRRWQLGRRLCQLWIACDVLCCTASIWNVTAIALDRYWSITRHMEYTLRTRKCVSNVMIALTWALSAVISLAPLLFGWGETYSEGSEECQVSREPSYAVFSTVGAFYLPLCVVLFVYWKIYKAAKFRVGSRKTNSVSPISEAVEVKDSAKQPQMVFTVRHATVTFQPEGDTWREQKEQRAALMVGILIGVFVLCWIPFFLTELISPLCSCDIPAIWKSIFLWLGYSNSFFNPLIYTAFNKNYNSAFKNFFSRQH
MOR-DOR ag: OPRM1-OPRD1 heterodimerization agonism; P35372+P41143; cells, luminescence; activation, % at 9.3 µM; 340,000 tested, 0.3% active; AID 504326; in the data active = activation above about 18%;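 note: 0% = vehicle-treated cells and 100% = reference agonist; values of inactives mirror those of a sister screen read the other way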
Arr AP2 block: inhibitors of human beta-arrestin and AP2 interaction; FITC-arrestin peptide / GST-AP2 beads, flow cytometry; AP2 beta2 appendage carries R879A mutation; inhibition, % at 10 µM; 340,000 tested, 0.31% active;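 active = inhibition above a set limit, near 3 SD of compounds lacking own fluorescence, cut at about 54% in these data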;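 note: plate controls were DMSO wells for no effect and 5 µM unlabelled arrestin peptide for full effect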
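Assay system: GST-AP2 R879A bound to glutathione beads, E. coli-expressed; Medium: PBS with 0.05% Tween 20 and 0.1% BSA; Also added: fluorescein-tagged arrestin peptide at 50 nM final; Timing: 12 min plus 1 h, RT; Measured by: flow cytometry, FL1 (488/535 nm); Evaluation: percent drop in bead-associated FITC signal.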
V-ATPase pHluor: yeast V-ATPase proton transport regulation by pHLuorin | S. cerevisiae, pHLuorin cytosolic pH fluorescence | response, % at 10 µM | 350,000 tested, 0.37% active; in the data active = response mostly above about 7.3%, no sharp cut-off; inactive = mostly below about 5.4%; note: actives read high; inactives centre near 0; some compounds called inactive have numbers as strong as hits; reference of the scale not given here
Pemphigus Ab inh: human desmoglein-3 autoantibody binding inhibition; 310,000 tested, 0.48% active; binding (percent of control), % at 10 µM; DSG3-coupled beads, scFv-anti-DSG3-GFP binding, flow cytometry; stronger effect = lower value; P32926;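 active = binding more than 3 SD below its plate's average and above zero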;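 note: hits lower antibody fragment binding to DSG3; some compounds called inactive have numbers as strong as hits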
HTR5A ag: counter-screen for OPRM1-OPRD1 agonists: human HTR5A agonism; activation, % at 9.3 µM; HTR5A agonist assay, luminescence, cell-based; 340,000 tested, 0.61% active; AID 504692; in the data active = activation mostly above about 9.5%, no sharp cut-off; inactive = mostly below about 7.6%;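 note: 0% = cells with vehicle only and 100% = reference agonist; strong numbers were not always called active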
PKA-R1A activ: activates the PKA-R1A holoenzyme complex; P00514+P68181; PKA-R1A dissociation, Cy5-IP20 fluorescence polarization; scaled: DMSO 0%, 113 µM cGMP 100%; activation, % at 11.4 µM; 340,000 tested, 0.083% active;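 active = percent activation above the mean of all tested compounds plus 3 SD, cut at about 19% in these data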;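 note: higher means more PKAc released from R1A so a rise in polarization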
DAGLB inhibitor: blocks human DAGLB lipase activity. Q8NCG7. HEK293T DAGLB membrane lysate, EnzChek fluorogenic substrate. inhibition, % at 5.17 µM. 340,000 tested, 0.059% active; in the data active = inhibition above about 34%;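 note: 0% = enzyme with vehicle and 100% = wells lacking enzyme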
* = called active by the depositor; nt = not tested or not shown.

Screens in order: PKA-R2B act, MOR-DOR inv ag, HTR5A inv ctr, MOR-DOR ag, Arr AP2 block, V-ATPase pHluor, Pemphigus Ab inh, HTR5A ag, PKA-R1A activ, DAGLB inhibitor
C=CCSc1nnc2c(n1)OC(c1cccnc1)N(C(C)=O)c1ccccc1-2 (stereo not drawn)
    7.7, 10.7, 0.5, -1.8, 13.5, -1.5, nt, -0.2, -2.9, -6.1
CC(C)C1C(=O)N(Cc2cn(CC3CCCCC3)nn2)CCS(=O)(=O)N1Cc1ccc(-c2ccc(Cl)cc2)cc1 (stereo not drawn)
    -7.0, nt, nt, nt, nt, -0.1, 103.2, nt, 5.9, -3.3
CCCc1cc(Nc2c(C)n(C)n(-c3ccccc3)c2=O)n2c(nc3ccccc32)c1C#N
    -2.0, -39.2, -9.9, 7.3, -2.2, 3.6, 101.3, 3.9, -0.2, 2.8
O=C(C1=C[C@H](C2CCCCC2)C[C@H](OCCCCO)O1)N1CCN(Cc2ccc3c(c2)OCO3)CC1
    -5.2, 6.4, -8.3, -1.1, -4.1, -2.6, 105.3, 0.7, -3.9, -2.8
COc1ccc(C(=O)N2CCC(C(N)=O)CC2)cc1S(=O)(=O)N1CCCC1
    9.4, -4.3, 1.4, 1.0, -3.4, 0.2, 105.3, -0.6, 0.9, -0.5
CCC(=O)c1ccc(OCC(=O)OCC(=O)c2cc(C)n(CC3CCCO3)c2C)cc1 (stereo not drawn)
    6.6, 6.3, -1.0, -1.0, 23.9, -1.3, 96.4, 0.3, 0.2, 2.5
O=C(Nc1ccc(F)cc1)c1cccnc1NCCc1ccccc1
    -3.2, -34.3, 3.0, 6.5, 5.1, 5.1, 107.7, -1.2, -2.6, -4.2
F[B-](F)(F)c1cc2cc(Br)ccc2s1
    -7.9, 11.1, -3.1, -2.4, 26.8, 1.9, 100.6, 0.8, -5.1, 21.5
Cc1ccn2c(=S)[nH]nc2c1
    -2.7, nt, nt, nt, nt, 1.1, 91.4, nt, -3.8, -3.6
CC1CCCCN1S(=O)(=O)Cc1ccccc1Cl (stereo not drawn)
    7.0, 14.0, -10.3, -2.9, -2.4, -1.6, 114.3, 3.0, -11.0, -1.2
CN(C)c1nc(Nc2ccc(Cl)cc2)nc(OCC#N)n1
    -2.4, -16.7, -7.9, 2.8, -7.3, 1.4, 107.2, 4.5, -11.4, 0.1
CCOC(=O)NC1(NC2CCCCC2)Oc2ccccc2O1
    -7.5, -7.2, 12.4, 1.3, 6.0, -0.6, 100.8, -1.5, -0.7, 2.9
O=S(=O)(Nc1nnc(C2CCCCC2)s1)c1ccc(F)cc1
    -2.8, -4.9, -6.7, 0.6, -6.3, -1.4, 95.0, -2.2, 3.1, 2.4
COc1ccc(S(=O)(=O)NCCCN2CCCC2=O)c(OC)c1
    3.5, 9.6, 1.2, -1.9, 3.5, 1.3, 105.9, -0.5, 1.6, -1.1
C=C(C)COc1ccc2c(C)c(CC(=O)OC)c(=O)oc2c1C
    -9.8, -11.5, -13.3, 2.8, 4.8, 0.4, 115.4, 1.1, -9.5, -3.9
CCN1CCN(S(=O)(=O)c2cccc3nsnc23)CC1
    8.6, 1.8, -6.4, -0.3, -1.8, 9.6, 105.5, 8.0, -5.9, -3.1
CCc1ccc(NC(=O)c2cccc(NC3=NC4CS(=O)(=O)CC4S3)c2)cc1 (stereo not drawn)
    -6.1, 10.1, 6.8, -1.7, -1.5, -1.5, 99.5, -5.9, -5.0, -1.0
COc1ccc(CCNc2oc(COc3ccc(Br)cc3)nc2C#N)cc1OC
    1.2, -19.5, -16.9, 3.8, 9.9, 10.0*, 106.1, 6.1, 2.6, 0.2
CCN1CCN(C(=S)NCc2ccc(C)cc2)CC1
    -5.6, 6.4, -1.1, -1.3, 18.6, -2.2, 103.2, 0.4, -7.1, 1.4
COc1cccc(C2C(C#N)=C(N)N(N(C)C)C3=C2C(=O)CCC3)c1 (stereo not drawn)
    3.1, 17.8, 5.0, -4.0, -6.1, -0.6, 98.4, -1.3, -14.0, -1.3
CN(CC(=O)NCc1ccncc1)S(=O)(=O)c1cc(Cl)ccc1Cl
    10.5, 1.9, 2.8, -0.3, 0.2, -2.3, 107.2, -1.0, -10.9, 2.4
CCn1cc(C=O)c2cc(S(=O)(=O)N3CCOCC3)ccc21
    6.5, 10.2, -11.2, -1.9, 7.7, -0.2, 50.4, 4.5, 5.5, -1.7
CC(=O)Nc1ccc(S(=O)(=O)Nc2c(C)n(C)n(-c3ccccc3)c2=O)cc1
    1.5, 9.4, -0.8, -1.7, -6.9, -4.2, 103.5, -4.9, -1.8, 0.3
Cc1ccnc(NCc2ccc(Cl)cc2)c1
    1.4, -3.2, -11.5, 0.7, 1.7, 2.9, 101.3, 3.1, -4.7, -2.1
Cc1cc(NC(=O)Nc2ccccc2F)ccc1Br
    -11.2, -61.1, 5.9, 8.6, 0.5, -1.9, 98.2, -2.1, -3.2, -5.1
COc1cc(NC(=S)N2CCN(C/C=C/c3ccccc3)CC2)cc(OC)c1
    -15.6, -0.3, -2.0, 0.1, 7.7, 0.4, nt, -2.2, 0.3, -2.5
O=C(Nc1nc(-c2ccccn2)cs1)c1ccccc1-n1cnnn1
    -2.8, 17.6, -9.5, -3.4, -5.4, 1.2, 93.8, 3.5, -20.7, 0.9
CCOC(=O)C1CCN(C(=O)c2cccc(S(=O)(=O)N(CC)c3ccccc3)c2)CC1
    -8.5, -3.7, 4.8, 0.9, 10.8, -1.5, nt, -2.0, -0.6, -3.8
O=C(NCc1cccnc1)c1c[nH]c2cc3c(cc2c1=O)OCCO3
    -1.1, -23.9, 5.0, 4.1, -2.6, 3.9, nt, -1.9, -3.5, 0.0
CC(CN1CCN(Cc2ccccc2)CC1)c1ccccc1 (stereo not drawn)
    -5.3, -3.8, 0.0, 0.8, 13.5, -0.5, 99.9, 0.0, -3.4, -3.8

Some of these compounds in order of their number in MOR-DOR inv ag, falling:
Compound,PKA-R2B act,MOR-DOR inv ag,MOR-DOR ag,Arr AP2 block,V-ATPase pHluor,Pemphigus Ab inh,PKA-R1A activ,DAGLB inhibitor
CCn1cc(C=O)c2cc(S(=O)(=O)N3CCOCC3)ccc21,6.5,10.2,-1.9,7.7,-0.2,50.4,5.5,-1.7
CC(=O)Nc1ccc(S(=O)(=O)Nc2c(C)n(C)n(-c3ccccc3)c2=O)cc1,1.5,9.4,-1.7,-6.9,-4.2,103.5,-1.8,0.3
CCC(=O)c1ccc(OCC(=O)OCC(=O)c2cc(C)n(CC3CCCO3)c2C)cc1 (stereo not drawn),6.6,6.3,-1.0,23.9,-1.3,96.4,0.2,2.5
O=C(Nc1ccc(F)cc1)c1cccnc1NCCc1ccccc1,-3.2,-34.3,6.5,5.1,5.1,107.7,-2.6,-4.2

(continued)
Screens in order: PKA-R2B act, MOR-DOR inv ag, HTR5A inv ctr, MOR-DOR ag, Arr AP2 block, V-ATPase pHluor, Pemphigus Ab inh, HTR5A ag, PKA-R1A activ, DAGLB inhibitor
COc1ccc(C(=O)COC(=O)[C@H](C)Nc2ccc(C(F)(F)F)cc2[N+](=O)[O-])c(OC)c1
    -4.2, 14.5, 21.9, -2.9, 2.2, -0.7, 105.8, -8.5, 3.7, 0.4
Cc1ccc(C(NC(=O)N2CCOCC2)C(Cl)(Cl)Cl)cc1F (stereo not drawn)
    0.8, 3.4, -6.7, -0.5, 0.7, 0.4, 104.5, 2.4, 3.4, -1.6
C=CCn1c(COc2ccccc2-c2ccccc2)nnc1SCC(=O)NC(=O)NCc1ccco1
    3.4, -0.8, -38.1, 0.1, 9.1, 3.6, 98.1, 3.4, -8.7, 3.4
CCOc1ccccc1/C=C/c1onc(C)c1S(=O)(=O)N1CCC(C(=O)NC(C)C)CC1
    1.5, 14.7, 23.1, -2.7, -5.3, -1.3, 100.3, -5.8, -0.1, 0.0
CN(C)c1cc[n+](CC(=O)Nc2ccc([N+](=O)[O-])cc2Cl)cc1
    -0.6, 10.9, 3.2, -1.9, -5.2, 6.0, 110.0, 0.5, -11.8, -0.1
Cc1cc(C)nc(-n2ncc(C#N)c2N)n1
    -13.2, 1.4, -1.9, -0.2, -1.4, 0.2, 103.6, 2.9, 1.5, 0.0
Cc1ccc(Cl)cc1NS(=O)(=O)N1CCOCC1
    -6.5, 2.5, 11.7, -0.5, 17.4, 2.3, nt, 8.7, 2.4, 3.5
COc1ccc(-n2nnnc2SCC(=O)Nc2nnc(C)s2)cc1OC
    -16.5, 19.8, 2.4, -4.3, -27.6, -0.2, 124.4, 3.3, -5.3, -0.9
Cc1ccc2nc3ccc(N4CCCC4)nn3c(=O)c2c1
    -8.2, 2.4, -27.7, -0.4, -27.2, 2.1, 103.8, -5.3, 5.1, -2.6
O=C(Nc1ccc(Br)cn1)c1cccc(C(=O)Nc2ccc(Br)cn2)c1
    6.0, 0.1, 14.3, 0.0, 22.9, -0.3, 100.4, -4.0, 9.4, -0.8
O=C(NNC(=O)c1ccccc1O)c1cc2ccccc2o1
    -12.9, 2.0, -10.7, -0.3, -14.3, -2.0, 97.0, -10.2, 4.8, 6.0
O=C(Nc1cc(Cl)c(O)c(Cl)c1)C1CCCO1 (stereo not drawn)
    -4.4, 0.2, -11.6, 0.0, 20.5, -0.1, 104.8, 4.5, -4.2, -1.3
COc1cc(C(=O)NCCNc2nc3c(C)cccc3cc2C#N)cc(OC)c1OC
    -0.5, nt, nt, nt, nt, 5.6, 93.9, nt, 1.2, -1.4
CCCn1c(=N)n(CC(O)c2ccco2)c2ccccc21 (stereo not drawn)
    6.3, 3.6, -14.5, -0.6, 25.7, -1.4, 112.1, 1.3, 13.5, -4.5
CCOc1ccccc1Nc1nnc(C)c(=O)[nH]1
    -4.4, -0.6, -64.9, 0.1, 0.8, 14.8*, 64.8, 1.7, -11.5, -4.3
O=C(O)c1ccc(COc2c(F)c(F)cc(F)c2F)o1
    -1.9, 21.6, -3.2, -4.3, -6.3, -3.1, nt, 1.1, 3.0, 1.5
COc1ccc(N2C(=O)c3cccc4cccc(c34)C2=O)nn1
    -4.1, 0.8, -8.8, -0.1, 25.7, -3.1, 98.2, -0.3, 1.0, 1.1
COC(=O)[C@H](CC(C)C)N(Cc1ccccc1)S(=O)(=O)N(Cc1ccccc1)[C@@H](CC(C)C)C(=O)OC
    -1.3, 0.3, 16.0, -0.1, 29.1, 5.1, 103.7, -6.3, -4.7, -19.9
COc1cc(/C=C2\CCCc3c2nc2ccccc2c3C(=O)O)cc(Br)c1O
    -9.0, 8.0, -26.8, -1.2, 1.0, 4.8, nt, 9.4, -1.3, 4.6
CC(=O)c1c(C)[nH]c(C(=O)Nc2cccc(C#N)c2)c1C
    -3.1, 2.9, -5.4, -0.4, 5.0, 2.6, nt, 2.0, -8.5, -1.2
COc1ccc(NC(=O)CSc2nnc(Cc3ccccc3)c(=O)n2N)cc1OC
    3.2, 8.0, 10.1, -1.6, 12.1, 0.5, 102.7, -3.7, 16.6, 0.0
O=C(Nc1ccccc1F)NC1CCCc2ccccc21 (stereo not drawn)
    6.8, 0.8, -5.0, -0.1, 29.1, -2.0, 97.6, 3.4, 5.4, -0.5

Bioassay records (PubChem BioAssay)
